Screens (PubChem)
XBP1 UPR activ – activators of adaptive arm of unfolded protein response (XBP1); CHO-XBP1 luciferase reporter, IRE1-XBP1 UPR activation, luminescence; percent of tunicamycin response, DMSO as zero; activation, % at 20 µM; 0.33% of 330,000 active; AID 463104;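 active = versus positive control, 20 µM dose yields 30% or more activation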;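 note: 100% = tunicamycin at 10 µg/mL and 0% = DMSO only wells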
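Material: CHO cell line with stable XBP1 luciferase reporter; buffer or medium: F12 medium containing 10% fetal bovine serum; compound: single point, 20 µM final compound, 1% DMSO; incubation: 6 h treatment, 37 °C; measured by: glow luminescence from Steady-Glo reagent; evaluation: activation, % of tunicamycin; control set: tunicamycin high, DMSO low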
697 NFkB inh – lowers PMA/ionomycin-induced NF-kB signal in 697 B cells. 697 B-cell NF-kB luciferase reporter, 16 h. inhibition, % at 4 µM. 0.33% of 330,000 active; in the data active = inhibition above about 35%
Gli-Sufu antag – Gli-Sufu pathway antagonism; 0.74% of 340,000 active; AID 588413; Sufu-KO-LIGHT fibroblasts, Gli luciferase reporter luminescence; inhibition, % at 5 µM;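 active = inhibition above about 55%, limit read from the data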;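 note: 0% = DMSO-treated cells and 100% = wells with medium but no cells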
Mdm2-MdmX inh – inhibitors of human Mdm2/MdmX interaction. SaOS-2 split-luciferase Mdm2/MdmX complementation, luminescence. inhibition, % at 8 µM. 3% of 330,000 active. AID 485346;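 active = inhibition of at least 50% at 8 µM in the primary screen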
CCR6 antagonist – antagonists of human CCR6 receptor. P51684. CHO-K1 CCR6 PathHunter beta-arrestin, luminescence, CCL20-stimulated. inhibition, % at 20 µM. 0.49% of 340,000 active;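 active = compounds whose inhibition of the agonist-driven luminescence signal at 20 µM reaches about 50%, limit read from the data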;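 note: cells stimulated with CCL20 at 14 nM final; plate controls were DMSO with CCL20 for no effect and DMSO without agonist for full effect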
Target sequence (P51684 whole entry, looked up): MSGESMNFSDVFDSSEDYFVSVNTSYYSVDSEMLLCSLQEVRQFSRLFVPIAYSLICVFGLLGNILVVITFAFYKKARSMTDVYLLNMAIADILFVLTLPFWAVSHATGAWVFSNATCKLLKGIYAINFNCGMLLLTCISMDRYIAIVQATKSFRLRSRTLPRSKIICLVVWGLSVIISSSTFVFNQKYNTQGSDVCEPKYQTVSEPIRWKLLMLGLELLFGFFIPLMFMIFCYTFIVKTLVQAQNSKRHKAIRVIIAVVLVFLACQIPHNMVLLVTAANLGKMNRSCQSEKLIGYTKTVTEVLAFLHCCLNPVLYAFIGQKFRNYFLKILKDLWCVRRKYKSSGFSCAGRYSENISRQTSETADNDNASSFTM
CXCR6 block – inhibitors of human CXCR6 receptor; CHO-K1 PathHunter CXCR6 beta-arrestin, luminescence; inhibition, % at 20 µM; 0.36% of 360,000 active; in the data active = inhibition above about 34%, passing the limit was not always enough;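 note: antagonist mode with CXCL16 agonist at 10 nM final; 0% = 10 nM CXCL16 with DMSO and 100% = unstimulated wells without agonist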
Target sequence (O00574 whole entry, looked up): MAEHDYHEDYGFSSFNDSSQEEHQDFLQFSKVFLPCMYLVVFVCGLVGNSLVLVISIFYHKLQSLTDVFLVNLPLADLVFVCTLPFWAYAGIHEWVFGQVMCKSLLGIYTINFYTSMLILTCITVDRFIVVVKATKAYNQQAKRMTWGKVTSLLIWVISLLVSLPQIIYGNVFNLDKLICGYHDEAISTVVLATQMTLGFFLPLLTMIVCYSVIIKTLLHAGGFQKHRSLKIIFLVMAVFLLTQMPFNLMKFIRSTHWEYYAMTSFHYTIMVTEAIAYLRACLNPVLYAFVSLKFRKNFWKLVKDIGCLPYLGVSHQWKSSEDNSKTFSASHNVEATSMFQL
EBI2 block – blocks human EBI2 receptor beta-arrestin signaling; P32249; EBI2 beta-arrestin recruitment, luminescence, 7a,25-OHC stimulated; inhibition, % at 5 µM; 0.81% of 360,000 active; AID 651636; in the data active = inhibition above about 38%;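 note: enzyme fragment complementation signal reports receptor beta-arrestin coupling in cells; 0% = agonist plus DMSO wells and 100% = wells without agonist; some results beyond the cut were filed as inactive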
Target sequence (P32249 whole entry, looked up, the tested form may be a part): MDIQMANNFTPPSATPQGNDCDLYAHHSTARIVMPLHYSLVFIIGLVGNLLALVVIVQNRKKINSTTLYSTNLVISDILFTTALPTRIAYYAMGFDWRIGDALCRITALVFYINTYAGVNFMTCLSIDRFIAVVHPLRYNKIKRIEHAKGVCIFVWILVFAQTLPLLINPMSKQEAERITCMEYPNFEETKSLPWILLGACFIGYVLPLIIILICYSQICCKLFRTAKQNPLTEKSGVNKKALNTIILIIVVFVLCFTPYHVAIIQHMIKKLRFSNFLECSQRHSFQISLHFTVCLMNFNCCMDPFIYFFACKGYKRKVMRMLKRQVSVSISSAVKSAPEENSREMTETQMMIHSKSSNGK
Jurkat NFkB inh – lowers PMA/ionomycin-induced NF-kB signal in Jurkat cells; PMA/ionomycin-induced NF-kB luciferase reporter, luminescence; inhibition, % at 4 µM; AID 435003; 0.53% of 330,000 active; in the data active = inhibition above about 50%
CHOP UPR activ – activators of apoptotic arm of unfolded protein response (CHOP); activation, % at 10 µM; 0.34% of 330,000 active; CHO-CHOP luciferase reporter, UPR activation, luminescence; percent of tunicamycin response over DMSO baseline;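 active = at 10 µM dose, activation of 40% or more, normalized to positive control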;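 note: 100% = tunicamycin at 10 µg/mL and 0% = DMSO alone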
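Assay system: CHO-CHOP cells, stable luciferase reporter of PERK-eIF2a-CHOP signalling / Buffer or medium: F12 plus 10% serum / Compound dosing: one dose, 10 µM in 0.5% DMSO / Times: 6 h compound treatment, 37 °C / Technique: luciferase luminescence / Read-out: % reporter activation, DMSO baseline versus tunicamycin full activation / Benchmarks: tunicamycin and DMSO controls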
* = called active by the depositor; x = no result given.

Order of results – XBP1 UPR activ	697 NFkB inh	Gli-Sufu antag	Mdm2-MdmX inh	CCR6 antagonist	CXCR6 block	EBI2 block	Jurkat NFkB inh	CHOP UPR activ
COc1ccc(N2Cc3ccccc3/C2=N\C(=O)Nc2ccccc2)cc1
 : 1	-6	4	-5	16	2	-3	-13	2.1
Cc1cc(C)c2c(n1)nn1c(-n3ccnc3)cc(C)nc21
 : x	x	0	x	-4	-10	-12	x	x
CC1Cc2cc(/C(O)=C3/C(=O)C(=O)N(CCN4CCOCC4)C3c3cccc(Cl)c3)ccc2O1 (stereo not drawn)
 : 3	8	1	21	-3	-10	-9	-11	-1.9
O=C(Cn1c(=O)n(CC(=O)N2CCCCC2)c(=O)c2sccc21)NCc1ccccc1
 : -3	-6	0	16	8	1	-12	14	1.9
CC1CC(=O)Nc2ccccc2N1S(=O)(=O)c1ccc(Br)cc1 (stereo not drawn)
 : -2	0	5	32	4	0	0	3	0.9
O=C(CN1CCN(c2nc(-c3ccccc3)cs2)CC1)NNC(=O)c1ccc(Br)cc1
 : -3	12	2	4	11	-10	6	8	-0.5
N#Cc1cc(N)ccc1Sc1ccc(Cl)cc1
 : 4	7	-5	22	-2	-10	6	3	0.5
O=c1[nH]c(=O)n(-c2ccc(F)cc2)c2c1C(C(F)(F)F)(C(F)(F)F)N=C(c1ccc(F)cc1)N2
 : 1	-47	75*	53*	-2	-14	-2	20	0.2
COc1ccc(C)cc1NC(=O)NNC(=O)C(C)Oc1ccc(F)cc1Cl (stereo not drawn)
 : -2	13	0	9	11	-10	-3	11	1.1
O=C(O)c1ccc2c(=O)n(-c3ccc(F)cc3)c(=S)[nH]c2c1
 : -1	-30	-4	-16	6	3	-4	-10	-0.3
CCCn1nc(NC(=O)C(C)(C)C)c2cc3cc(OC)ccc3nc21
 : 1	0	0	8	6	-2	-5	3	0.4
O=C(O)c1ccc(C=NNC(=O)c2ccccc2NS(=O)(=O)c2cccs2)cc1
 : -3	14	-7	1	5	7	8	5	-0.4
CCOC(=O)Cn1c(=O)oc2cc(S(=O)(=O)N3CCC(N4CCCCC4)CC3)ccc21
 : 2	3	13	0	22	-9	-5	8	1.7
Cn1c(SCC(=O)N2c3ccccc3Sc3ccccc32)nc2ccccc21
 : -4	9	2	6	18	-8	13	10	0.2
C=CCNc1nnc(SC2CC(=O)N(c3ccc(OCCC)cc3)C2=O)s1 (stereo not drawn)
 : -4	-17	1	-3	1	6	-8	1	1.2
COC(=O)c1sc(N)c(C(=O)OC)c1COC(=O)CNS(=O)(=O)c1cccc(C#N)c1
 : 1	-41	5	16	5	1	12	40	0.7
CCC(=O)Nc1cc(OC)c(NC(=O)c2ccccc2)cc1OC
 : -1	-15	3	6	-22	-11	7	14	-1.3
CCCn1nc(C(=O)Nc2nnc(C3CC3)s2)c2ccccc2c1=O
 : -1	-15	8	-12	5	4	-22	-2	-0.8
Cc1ccc(NC(=O)CC(NCC2CCCO2)C(=O)O)cc1C (stereo not drawn)
 : -3	-4	57*	-9	8	1	8	2	-0.2
CCN1CCN(CCC2Oc3cc([N+](=O)[O-])ccc3NC2=O)CC1 (stereo not drawn)
 : 3	-4	-6	9	9	1	4	2	0.0
Cc1ccc(S(=O)(=O)NCCS(=O)(=O)N2CCN(c3ccccc3)CC2)cc1
 : -5	-11	-16	-5	31	-8	-3	-6	0.2
O=C(c1nc2ccc(Cl)cn2c1CN1CCC(O)CC1)N1CCc2ccccc2C1
 : -2	17	9	13	3	-4	-12	16	-0.7
Cc1cccc(NC(=O)CCc2c(C)nc3ncnn3c2C)n1
 : -1	9	-1	13	-3	1	-9	6	-1.2
O=C(CCSc1ccccc1)NC(=O)COC(=O)c1ccc(OC(F)F)cc1
 : 2	-12	11	-11	11	-4	-6	-1	-1.0
Oc1ccccc1C1=NN(c2ccccc2)C(c2ccc(F)cc2)C1 (stereo not drawn)
 : -1	19	3	19	3	7	17	-10	-0.1
CCOC(=O)CN1NC2(CCCC(C)C2)NC1=S (stereo not drawn)
 : 2	-20	0	17	-15	-5	1	-2	-0.8
O=C(Cc1cccs1)Nc1nnc(SCc2ccc(C(F)(F)F)cc2)s1
 : -1	-15	-19	45	3	0	-17	12	-1.8
CC(=O)[C@@H]1[C@@H]2C(=O)N(Cc3ccccc3)C(=O)[C@@H]2C2c3ccccc3C=CN21 (stereo partly drawn)
 : -2	8	3	-2	5	-5	-4	-1	-0.5
COCCNC(=O)c1cc(-c2ccncc2)nc2ccc(S(=O)(=O)N3CCOCC3)cc12
 : 1	-37	-3	1	-4	2	0	-7	1.3
O=C(Nc1ccc(S(=O)(=O)Nc2ccnn2-c2ccccc2)cc1)C(F)(F)F
 : 5	3	x	9	9	-1	-1	6	1.7
O=[N+]([O-])c1cccc(C2(O)COc3ccccc3O2)c1 (stereo not drawn)
 : 0	-7	-2	-14	9	-5	-17	0	0.0
C=C(C)CSc1nnc(CCNC(=O)OC(C)(C)C)o1
 : -2	8	0	21	-10	-10	-5	-12	-0.9
COc1ccc([N+](=O)[O-])cc1NS(=O)(=O)c1ccc(C)cc1
 : 1	-6	0	-4	11	8	7	-14	-0.2
Cc1nn(C(C)C(=O)Nc2ccccc2Cl)c(=O)c2nn(-c3ccccc3)c(C)c12 (stereo not drawn)
 : 0	-9	11	12	16	3	2	-3	0.2
O=C(Nc1ccc(Cl)cc1)C1=Cc2cc(Cl)ccc2OC1
 : -1	20	2	8	13	-6	5	-5	-4.0
CCn1c(SCC(=O)Nc2ncc(C(F)(F)F)cc2Cl)nnc1-c1ccccc1
 : 2	1	-1	-6	-10	-1	-10	-8	-0.8
CCOC(=O)C1=C(C)NC(C)=C(C(=O)OCC)C1c1ccccc1/C=C/C(=O)OC(C)(C)C
 : 39*	-1	x	72*	x	x	x	24	6.8
CCS(=O)(=O)N1CCN(C(=O)C(c2ccccc2)c2ccccc2)CC1
 : -3	-14	0	5	5	-7	-8	0	1.7
COc1cccc(C2CC(c3ccccc3Cl)n3ncnc3N2)c1 (stereo not drawn)
 : 3	4	16	18	-7	1	5	12	-3.1
Cc1nc2scc(-c3cccs3)c2c(=O)n1CC(=O)O
 : -4	7	8	5	8	3	-4	-2	-1.1
CCOC(=O)/C(C#N)=C\c1ccco1
 : 2	-24	2	11	-4	-9	-3	-3	0.5
Cc1ccc(NC(=O)c2ncn(CCCNCc3ccccn3)n2)cc1C
 : x	x	-4	x	5	-1	-1	x	x
CC1=CC(C)(C)NC(=S)N1C(C)c1ccccc1 (stereo not drawn)
 : 0	-1	12	-7	22	7	0	1	-0.1
O=C(O)c1ccccc1-n1c(-c2ccccc2)cc2c1CCCC2=O
 : -1	9	2	12	-2	0	-13	-3	0.7
N#Cc1c(-c2ccccc2F)cc(-c2cccnc2)nc1N
 : 2	-12	-3	40	38	0	-7	7	-1.9
O=C(COc1ccccc1)Nc1ccc(CSc2ccccc2)cc1
 : 0	-51	-29	10	5	-1	3	-2	0.5
CC1=C(C(=O)OC2CCCCC2)C(c2ccccc2)NC(=O)N1 (stereo not drawn)
 : -4	-40	25	16	5	3	1	-9	0.7
CCN(c1cccc(C)c1)S(=O)(=O)c1cn(CC(=O)OC)c2ccc([N+](=O)[O-])cc12
 : -7	-20	4	9	15	19	16	-8	1.2
O=C(CN1C(=O)NC2(CCCc3ccccc32)C1=O)Nc1cccc(S(=O)(=O)N2CCCCC2)c1 (stereo not drawn)
 : -1	-7	0	-2	4	8	8	7	0.1
Cc1onc(-c2ccccc2Cl)c1C(=O)NC(=S)Nc1ccccc1C(N)=O
 : 0	4	4	21	21	14	-8	4	0.4
COc1ccc(C2NC(=O)c3ccccc3O2)cc1OC (stereo not drawn)
 : 6	3	7	18	0	-2	-8	-4	0.8
CC(C)N(CC(O)COc1ccc(CC(N)=O)cc1)CC(O)COc1ccc(CC(N)=O)cc1 (stereo not drawn)
 : -5	5	x	-37	3	-2	-10	3	0.7
Cc1cc(=O)[nH]c2nnc(-c3ccc(Cl)cc3)n12
 : -1	-54	-31	-3	-6	-11	5	1	-1.1
CCCn1c(SC/C(O)=C(\C#N)c2nc3ccccc3[nH]2)n[nH]c1=O
 : 1	12	-5	17	5	6	1	10	-1.7
O=C(CSc1ccc(-c2ccccn2)nn1)NCc1ccccc1
 : -1	13	0	13	6	-6	5	3	0.3
O=C(COc1ccc(S(=O)(=O)N2CCCC2)cc1Cl)Nc1ccc2c(c1)OCO2
 : -1	14	7	-3	19	-3	-5	4	-1.8
COCCn1c(SCC(=O)Nc2sccc2C(N)=O)nnc1-c1ccncc1
 : -3	25	5	24	8	-7	-9	14	1.6
COc1ccc(C(=O)Nc2ccc(O)c3ccccc23)cc1
 : 1	-33	-3	24	2	-16	-8	12	0.8
COc1ccc(NC(=O)C2=NNC(=O)CC2)cc1S(=O)(=O)N1CCCCC1
 : -2	20	1	26	-4	1	-3	-5	-3.4
CCOc1ccc(OCCCC(=O)O)cc1
 : 0	13	0	17	-12	-1	-3	3	-2.0

Compound profiles, from the list above. Order of screens: XBP1 UPR activ | 697 NFkB inh | Gli-Sufu antag | Mdm2-MdmX inh | CCR6 antagonist | CXCR6 block | EBI2 block | Jurkat NFkB inh | CHOP UPR activ
N#Cc1c(-c2ccccc2F)cc(-c2cccnc2)nc1N as listed: 2 | -12 | -3 | 40 | 38 | 0 | -7 | 7 | -1.9
COc1ccc([N+](=O)[O-])cc1NS(=O)(=O)c1ccc(C)cc1 as listed: 1 | -6 | 0 | -4 | 11 | 8 | 7 | -14 | -0.2
CCOC(=O)C1=C(C)NC(C)=C(C(=O)OCC)C1c1ccccc1/C=C/C(=O)OC(C)(C)C as listed: 39* | -1 | x | 72* | x | x | x | 24 | 6.8
Cn1c(SCC(=O)N2c3ccccc3Sc3ccccc32)nc2ccccc21 as listed: -4 | 9 | 2 | 6 | 18 | -8 | 13 | 10 | 0.2
Cc1ccc(S(=O)(=O)NCCS(=O)(=O)N2CCN(c3ccccc3)CC2)cc1 as listed: -5 | -11 | -16 | -5 | 31 | -8 | -3 | -6 | 0.2

New compounds follow.
Order of results – XBP1 UPR activ	697 NFkB inh	Gli-Sufu antag	Mdm2-MdmX inh	CCR6 antagonist	CXCR6 block	EBI2 block	Jurkat NFkB inh	CHOP UPR activ
CCn1c2ccc(OC)cc2c2nc3ccccc3nc21
 : 12	-10	-40	-12	15	x	x	-14	-1.9
CCCCN=c1sc(C(=O)OC)cc(=O)n1CCCC
 : -1	9	8	-5	6	-1	34	10	0.5
Cc1ccc(N2CCCC2=O)cc1S(=O)(=O)N1CCOCC1
 : -4	-5	-3	7	4	-8	-9	1	0.9
O=C(COC(=O)COc1cccc(Br)c1)NCc1ccc2c(c1)OCO2
 : -2	-12	0	20	5	-4	-9	-11	-0.5
CCC(C)[C@H](NC(=O)Nc1ccc2c(c1)OCCO2)C(=O)OC (stereo partly drawn)
 : 0	7	-1	14	-5	-4	-1	5	-0.4
CCC(=O)Nc1ccc2c(c1)nc(CCN1CCN(c3ccccn3)CC1)n2C
 : -1	4	3	-4	7	2	4	-3	0.8
COc1ccc([C@@H]2C[C@H](c3ccccc3)Oc3cc(OC)c(OC)c(OC)c32)cc1
 : -3	15	12	4	10	12	43	0	-0.6
Cc1ccccc1S(=O)(=O)Cc1ccc(C(=O)NCc2ccco2)o1
 : -2	12	16	11	-3	-10	4	15	0.8
O=C(Nc1nc(-c2ccco2)c(-c2ccco2)s1)C1CCC1
 : 2	2	20	17	-9	8	-6	9	2.4
